Source: PubChem (several laboratories)
PvdQ inh: P. aeruginosa PvdQ acylase inhibitors, primary screen, biochemical, fluorescence, plate reader and imaging, single point. purified PvdQ acylase. inhibition, % at 10 µM. 340,000 tested, 0.063% active. AID 488965, 2010; in the data active means inhibition above about 30%, passing the limit was not always enough;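 further: 0% = vehicle neutral wells and 100% = reference inhibitor wells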
dFosB activator: activators of delta FosB homodimer, primary screen, biochemical, fluorescence polarization, TAMRA-CDK5 oligo, single point; Protein FosB (Mus musculus), P13346; purified delta FosB; percent of positive-control signal above neutral wells; activation, % at 25 µM; 340,000 tested, 0.99% active; AID 493131, 2011;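 active means mean activation above about 17%, with every replicate also reaching it, limit read from the data, passing the limit was not always enough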;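 further: fluorescence polarization rise as delta FosB binds a TAMRA Cdk5 AP-1 oligo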
Wnt bcat act: Wnt/beta-catenin pathway activators, primary screen, cell-based, plate reader, single point | Wnt/beta-catenin reporter cell assay, activator | activation, % at 9.35 µM | 300,000 tested, 1.2% active | AID 743398, 2014; in the data active means activation above about 30%, passing the limit was not always enough;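 further: 0% = neutral control wells and 100% = positive control wells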
SR-BI HDL uptake: inhibitors of SR-BI mediated HDL lipid uptake, primary screen, ldlA[mSR-BI] cells, fluorescence, single point. inhibition, % at 12.5 µM. AID 488896, 2010. ldlA[mSR-BI] CHO cells, DiI-HDL uptake fluorescence, 3 h. Scavenger receptor class B member 1 (Mus musculus), Q61009. 320,000 tested, 0.96% active;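 active means mean replicate inhibition of at least 70% and a set share of replicates each scoring 70 or more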;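 further: 0% = median of neutral control wells and 100% = median of positive control wells; values of inactives mirror those of a sister screen read the other way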
Target sequence (Q61009 whole entry, looked up): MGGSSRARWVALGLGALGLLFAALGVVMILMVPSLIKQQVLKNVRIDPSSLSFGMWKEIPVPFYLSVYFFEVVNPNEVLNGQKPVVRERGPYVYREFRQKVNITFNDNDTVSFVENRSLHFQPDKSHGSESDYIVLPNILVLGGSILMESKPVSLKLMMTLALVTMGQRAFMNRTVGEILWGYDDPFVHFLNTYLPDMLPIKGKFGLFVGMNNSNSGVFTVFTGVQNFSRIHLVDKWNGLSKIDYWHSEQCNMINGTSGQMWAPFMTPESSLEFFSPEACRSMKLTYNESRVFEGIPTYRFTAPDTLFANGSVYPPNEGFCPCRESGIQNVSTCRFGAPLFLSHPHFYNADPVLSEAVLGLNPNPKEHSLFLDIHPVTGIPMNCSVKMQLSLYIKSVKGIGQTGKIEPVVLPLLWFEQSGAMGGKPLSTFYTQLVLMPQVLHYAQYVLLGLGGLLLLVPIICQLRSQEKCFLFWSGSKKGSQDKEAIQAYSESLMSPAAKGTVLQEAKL
HTR5A ag: HTR5A agonists in luminescence cell assay, primary screen, counter-screen for OPRM1-OPRD1 heterodimer agonist project, full-deck HTS; 340,000 tested, 0.61% active; cell-based; 5-hydroxytryptamine receptor 5A (Homo sapiens), P47898; activation, % at 9.3 µM; in the data active means activation mostly above about 9.5%, no sharp cut-off; inactive means mostly below about 7.6%;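 further: 0% = cells with vehicle only and 100% = reference agonist; strong numbers were not always called active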
Target sequence (P47898 whole entry, looked up): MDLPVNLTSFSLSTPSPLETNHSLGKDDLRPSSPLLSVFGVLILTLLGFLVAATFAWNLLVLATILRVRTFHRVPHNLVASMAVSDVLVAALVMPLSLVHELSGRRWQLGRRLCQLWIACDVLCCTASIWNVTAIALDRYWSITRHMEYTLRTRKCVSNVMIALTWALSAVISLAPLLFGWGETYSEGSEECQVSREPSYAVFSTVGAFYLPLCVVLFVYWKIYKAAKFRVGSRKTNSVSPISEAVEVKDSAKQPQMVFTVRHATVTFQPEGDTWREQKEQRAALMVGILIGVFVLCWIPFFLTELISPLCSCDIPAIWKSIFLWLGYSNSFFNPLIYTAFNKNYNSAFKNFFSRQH
MITF TRPM1 HTS: activators of MITF-driven TRPM1 promoter reporter, primary screen, cell-based, SK-MEL-5, luciferase, single point. SK-MEL-5 TRPM1-promoter luciferase, 24 h; % of positive control, neutral wells = 0. activation, % at 12.5 µM. 300,000 tested, 0.75% active. AID 588334, 2011;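 active means mean activation of at least 80% with every replicate also reaching 80%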;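 further: 0% = neutral control wells and 100% = parthenolide positive control wells; values of inactives mirror those of a sister screen read the other way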
HTR5A inv ag: HTR5A inverse agonists in luminescence cell assay, primary screen, counter-screen for OPRM1-OPRD1 heterodimer inverse agonist project, full-deck HTS | inhibition, % at 9.3 µM | 5-hydroxytryptamine receptor 5A (Homo sapiens), P47898 | HTR5A cell line, inverse agonism | 340,000 tested, 0.083% active; in the data active means inhibition mostly above about 23%, no sharp cut-off; inactive means mostly below about 18%;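 further: 0% = cells with DMSO and 100% = no-cell wells with DMSO; some compounds called inactive have numbers as strong as hits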
V-ATPase pH: regulators of yeast V-ATPase proton pumping, primary screen, pHLuorin cytosolic pH fluorescence; response, % at 10 µM; 350,000 tested, 0.37% active; AID 504577, 2011; S. cerevisiae; in the data active means response mostly above about 7.3%, no sharp cut-off; inactive means mostly below about 5.4%; further: actives read high; inactives centre near 0; some compounds called inactive have numbers as strong as hits; reference of the scale not given here
NSD2 HMT inh: NSD2 histone methyltransferase inhibitors, primary screen, biochemical, AlphaScreen, single concentration, set 2; NSD2 peptide methylation, 120 min; inhibition, % at 12.5 µM; 310,000 tested, 0.54% active; AID 743445, 2014; in the data active means inhibition above about 50%
CDK5 inh: inhibitors of human CDK5/p35 kinase, primary screen, biochemical, single concentration. Cyclin-dependent kinase 5 (Homo sapiens) + Cyclin-dependent kinase 5 activator 1 (Homo …. Recombinant CDK5/p35, ADP-Glo luminescence, 60 min. inhibition, % at 10 µM. 330,000 tested, 0.01% active. AID 488839, 2010;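 active means highest replicate inhibition of at least 50% and at least 75% of replicates reaching 50%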;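 further: plate controls were DMSO neutral control for no effect and GW8510 at 10 µM for full effect; many of its hits are not listed in these tables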
Starred values were filed as active, the others as inactive; nt = no result given.

[1] COC(=O)c1cccc(NS(=O)(=O)c2ccc(OC)c(OC)c2)c1C
[2] Nc1n[nH]c(-c2ccccc2[N+](=O)[O-])n1
[3] Cc1ccc(Nc2nnc(SCc3ccccc3)s2)cc1
[4] CC(C)CCN1CCN(Cc2cn[nH]c2C2CCCCC2)CC1CCO (centres undefined)
[5] Nc1cc(=O)[nH]c(SCc2ccc(Cl)cc2)n1

assay / compound	1	2	3	4	5
PvdQ inh	-2	4	-2	-13	-8
dFosB activator	0	0	2	-2	-1
Wnt bcat act	nt	-2	nt	1	nt
SR-BI HDL uptake	-36	-4	-7	nt	1
HTR5A ag	2	3	-1	-4	-1
MITF TRPM1 HTS	-14	-5	32	0	-1
HTR5A inv ag	-8	-1	-2	-32	-6
V-ATPase pH	-1	-2	1	-1	-3
NSD2 HMT inh	3	-3	3	nt	1
CDK5 inh	-1.4	2.1	-0.1	-0.5	1.9

[6] O=C(NCCc1cccc(F)c1)C1CCC(=O)N(CCCc2ccccc2)C1 (centres undefined)
[7] CCOC(=O)c1ccc(NC(=O)CN2CCN(CCN=CC3=C(O)CC(C)(C)CC3=O)CC2)cc1
[8] CCOC(=O)c1cc2c(nc1N)CCCC2
[9] COC(=O)Cc1ccc(NC(=S)NC(C)(C)C)cc1
[10] CN(C)Cc1cc(O)c(CN(C)C)cc1O

assay / compound	6	7	8	9	10
PvdQ inh	7	-8	-3	-21	-15
dFosB activator	-5	3	-3	-5	-2
Wnt bcat act	-2	-23	7	2	0
SR-BI HDL uptake	3	3	-8	-5	-7
HTR5A ag	-1	3	1	0	2
MITF TRPM1 HTS	4	11	7	26	nt
HTR5A inv ag	-1	-12	-2	-16	-13
V-ATPase pH	0	-1	-2	-1	-1
NSD2 HMT inh	-2	nt	0	0	86*
CDK5 inh	-0.2	-1.3	-0.1	-3.6	-2.5

[11] CCC1CCCCN1CCCNC(=O)CCC(=O)N1CCOc2ccccc21 (centres undefined)
[12] CCn1c(CC(=O)Nc2ccc(F)cc2)nnc1SCC(=O)Nc1nncs1
[13] COC(=O)c1ccc(CN(C(C)=O)c2ccccc2)o1
[14] COc1ccc(C(=O)OCCOc2cccc(Cl)c2)cc1S(=O)(=O)N1CCOCC1
[15] COc1ccc2c(c1)[nH]c1c(=O)n(/N=C/c3ccc(OC)c(CN4CCCCC4)c3)cnc12

assay / compound	11	12	13	14	15
PvdQ inh	-12	-20	11	-2	8
dFosB activator	2	-3	5	2	74*
Wnt bcat act	0	-3	nt	3	2
SR-BI HDL uptake	-4	nt	3	40	-23
HTR5A ag	0	-3	4	0	5
MITF TRPM1 HTS	5	0	2	15	2
HTR5A inv ag	0	8	-36	0	-15
V-ATPase pH	-3	-4	-5	-4	-1
NSD2 HMT inh	nt	-7	2	3	1
CDK5 inh	-0.1	0.8	-1.3	1.1	1.3

[16] O=C(Nc1cccnc1Cl)c1noc2c1CCc1ccccc1-2
[17] O=C1OCCC1Sc1nnc(-c2ccc(Br)cc2)o1 (centres undefined)
[18] COc1ccccc1CN1CCNC(=O)C1CC(=O)NCC1CCOCC1 (centres undefined)
[19] Cc1sc2ncnc(N/N=C/c3cccc(O)c3)c2c1C
[20] CSc1nnc(-c2ccc(C(F)(F)F)nc2C)o1

assay / compound	16	17	18	19	20
PvdQ inh	3	-16	-18	12	-10
dFosB activator	-7	1	-15	0	-1
Wnt bcat act	37*	-2	-1	nt	2
SR-BI HDL uptake	-4	-13	-17	24	-18
HTR5A ag	3	-1	5	-1	-1
MITF TRPM1 HTS	70	-6	-4	70	19
HTR5A inv ag	-8	8	-8	19	3
V-ATPase pH	4	-4	3	-4	3
NSD2 HMT inh	nt	-1	-1	1	-3
CDK5 inh	0.1	-0.9	2.5	nt	-1.1

[21] O=C(NCCN1CCOCC1)C(=O)NCC1OCCCN1S(=O)(=O)c1cc(F)ccc1F (centres undefined)
[22] COc1ccc(NC(=O)COc2coc(CN3CCc4ccccc4C3)cc2=O)cc1
[23] COc1ccccc1NC(=O)c1ccc(COc2ccccc2OC)cc1
[24] O=C(NC1CCCCC1)c1cccc2c1C(=O)c1ccc(N3CCCC3)cc1S2(=O)=O
[25] CC(=O)c1c(O)cc(O)cc1CC(=O)O

assay / compound	21	22	23	24	25
PvdQ inh	-11	-3	-11	-10	-12
dFosB activator	2	-1	-1	-21	-3
Wnt bcat act	-2	0	2	0	-3
SR-BI HDL uptake	-1	6	3	-11	0
HTR5A ag	0	-4	0	-2	5
MITF TRPM1 HTS	-2	-9	6	12	2
HTR5A inv ag	-3	12	11	-5	23
V-ATPase pH	0	1	10*	-2	-2
NSD2 HMT inh	-1	2	-6	nt	nt
CDK5 inh	0.9	-0.2	0.1	2.6	-1.2

[26] S=C(N/N=C1\CCc2ccccc21)NC1CCCCC1
[27] CC1=CC(C)(C)N(C(=O)CSc2nncn2C)c2ccccc21
[28] CCc1cc(-c2nc(N)ncc2-c2ccc(Br)cc2)c(O)cc1OC
[29] CSc1ccc(C(=S)N2CCN(C(c3ccccc3)c3ccccc3)CC2)cc1
[30] CC1CN(CC(=O)Nc2nc(-c3ccc(Cl)cc3)cs2)CC(C)O1 (centres undefined)

assay / compound	26	27	28	29	30
PvdQ inh	7	-14	-3	-7	3
dFosB activator	-9	-2	-3	-8	-7
Wnt bcat act	-1	0	2	nt	-3
SR-BI HDL uptake	32	-10	40	-23	43
HTR5A ag	5	5	0	0	2
MITF TRPM1 HTS	-1	1	-10	-1	nt
HTR5A inv ag	-14	-13	-1	8	-7
V-ATPase pH	0	0	2	0	-1
NSD2 HMT inh	1	-2	-2	nt	-2
CDK5 inh	1.1	-1.8	0.9	0.8	1.6

Exported with each value named: part of the list above
10	CN(C)Cc1cc(O)c(CN(C)C)cc1O
  PvdQ inh: -15; dFosB activator: -2; Wnt bcat act: 0; SR-BI HDL uptake: -7; HTR5A ag: 2; MITF TRPM1 HTS: nt; HTR5A inv ag: -13; V-ATPase pH: -1; NSD2 HMT inh: 86*; CDK5 inh: -2.5

11	CCC1CCCCN1CCCNC(=O)CCC(=O)N1CCOc2ccccc21 (centres undefined)
  PvdQ inh: -12; dFosB activator: 2; Wnt bcat act: 0; SR-BI HDL uptake: -4; HTR5A ag: 0; MITF TRPM1 HTS: 5; HTR5A inv ag: 0; V-ATPase pH: -3; NSD2 HMT inh: nt; CDK5 inh: -0.1

(cont.)
[31] CCCCCCCCCCCC(=O)c1c(O)cccc1O
[32] COC(=O)c1ccc(CSC2=NC[C@@H]3[C@@H]4C(=O)N(C)C(=O)[C@@H]4[C@](C)(C(=O)OC)N23)cc1
[33] CCC(C(=O)N/N=C/c1cccnc1)c1ccccc1 (centres undefined)
[34] COc1ccc(S(=O)(=O)N(C)C[C@H]2Oc3ccc(NS(=O)(=O)c4c(C)noc4C)cc3C(=O)N([C@H](C)CO)C[C@@H]2C)cc1
[35] Cc1ccccc1OCC(=O)OCC(=O)Nc1cc(S(=O)(=O)N2CCCCC2)ccc1Cl

assay / compound	31	32	33	34	35
PvdQ inh	-7	-10	-13	-8	-9
dFosB activator	0	-4	-9	0	2
Wnt bcat act	-2	-2	0	0	-1
SR-BI HDL uptake	-12	-1	-9	0	-20
HTR5A ag	3	0	1	1	0
MITF TRPM1 HTS	-5	1	-5	1	-6
HTR5A inv ag	4	1	-3	-4	1
V-ATPase pH	1	2	3	-1	-1
NSD2 HMT inh	nt	nt	-1	nt	0
CDK5 inh	-5.0	-1.3	-0.2	0.1	-0.4

[36] CC(=O)N(C)c1ccc(NC(=O)Nc2ccc(C)c(C)c2)cc1
[37] Cc1ccc(N(C(=O)CS(=O)CC(=O)Nc2ccc(F)cc2)C(C)C(=O)NC(C)(C)C)cc1 (centres undefined)
[38] CCn1c(C(C)NC(=O)c2ccccc2C)n[nH]c1=S (centres undefined)
[39] COc1cccc(C(=O)COC(=O)c2cccs2)c1
[40] O=C(NCc1ccc(F)cc1)C(c1ccccc1)N(C(=O)c1csnn1)C1CC1 (centres undefined)

assay / compound	36	37	38	39	40
PvdQ inh	-17	4	-6	-5	-6
dFosB activator	2	-8	1	-6	-1
Wnt bcat act	7	2	nt	39*	0
SR-BI HDL uptake	5	nt	-19	-5	-10
HTR5A ag	-3	-1	-3	0	6
MITF TRPM1 HTS	24	14	0	43	3
HTR5A inv ag	7	-16	9	3	4
V-ATPase pH	-2	8	-3	0	-2
NSD2 HMT inh	-1	-8	-3	-5	-3
CDK5 inh	0.2	2.1	1.2	0.8	-1.3

[41] COc1ccccc1NC(=O)C1C2C=CC3(CN(Cc4cccnc4)C(=O)C13)O2 (centres undefined)
[42] Cc1cc2occ(CC(=O)NC3=NCCS3)c2cc1C(C)C
[43] Cc1nn(Cc2ccc(Cl)cc2Cl)c(C)c1NC(=O)C1C2CCC(O2)C1C(=O)O (centres undefined)
[44] CN(CC(=O)Nc1ccccc1Br)C(=O)CN1CCN(Cc2ccc(Cl)cc2)CC1
[45] CCN(C(=O)c1cc2c(s1)-c1ccccc1OC2)c1cc(OC)ccc1OC

assay / compound	41	42	43	44	45
PvdQ inh	-8	6	-4	-17	9
dFosB activator	-2	-8	2	4	-9
Wnt bcat act	-2	nt	nt	3	-1
SR-BI HDL uptake	-13	21	-6	-19	-9
HTR5A ag	1	8	3	4	-1
MITF TRPM1 HTS	nt	-4	1	-5	nt
HTR5A inv ag	-15	-8	-9	-3	4
V-ATPase pH	7	-5	4	0	-2
NSD2 HMT inh	nt	1	-2	-4	nt
CDK5 inh	1.7	-2.0	0.9	-0.3	0.6

[46] CC(=O)Nc1ccc(S[C@@H](CCN2CC[C@H](O)CCC2=O)c2ccccc2)cc1
[47] COc1ccc(CNS(=O)(=O)CCNC(=O)c2ccc3c(c2)OCO3)cc1
[48] C[C@H]1CN([C@@H](C)CO)C(=O)c2cc(NS(=O)(=O)c3ccc(F)cc3)ccc2O[C@H]1CN(C)S(=O)(=O)c1cn(C)cn1
[49] O=C(NC1CCCCC1)c1ccc2snnc2c1

assay / compound	46	47	48	49
PvdQ inh	5	-5	-12	-7
dFosB activator	-1	3	-4	-12
Wnt bcat act	-2	-3	3	2
SR-BI HDL uptake	-8	-20	-9	-18
HTR5A ag	1	-5	2	2
MITF TRPM1 HTS	7	-1	7	-2
HTR5A inv ag	5	15	12	-6
V-ATPase pH	0	2	2	-1
NSD2 HMT inh	nt	0	nt	38
CDK5 inh	-1.1	-0.5	0.0	-0.4
